Compound activity: PubChem BioAssay, several laboratories
RGS4 act – RGS4 potentiators or activators, primary screen, cell-based, HEK293 M3R inducible RGS4, calcium flux. carbachol calcium flux Fluo4; hits give low values. B-score at 10 µM. hit rate 0.92% among 310,000. AID 463111, 2010;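 active = B-score of the integrated calcium signal more than 4 SD below the library mean, with starting fluorescence not abnormally high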;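 note: negative B-score means reduced calcium response which marks RGS4 activation or potentiation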
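Reagent: ECmax carbachol challenge; Test system: M3R-expressing HEK293 line, RGS4 induced by doxycycline; Schedule: overnight RGS4 induction, 30 min dye load 37 °C, 20 min compound RT; Detection: calcium dye Fluo4 fluorescence; Read-out: Agonist-evoked peak-minus-minimum fluorescence over baseline, integrated ratio, B score.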
SKKanGAS inh – S. pyogenes SKKanGAS growth inhibitors in kanamycin, primary screen, streptokinase expression inhibitor project, SKKanGAS strain, BacTiter-Glo luminescence; 6 h; inhibition, % at 7.5 µM; AID 1662, 2009; hit rate 1.3% among 300,000;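 active = mean replicate score, as percent of positive control median, at least 50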;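 note: strain carries kanamycin resistance gene driven by streptokinase promoter and grows in 40 µg/ml kanamycin; loss of luminescence reflects streptokinase promoter inhibition or plain growth inhibition; 0% = median of DMSO wells and 100% = positive control at its reference dose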
ANO1 block – TMEM16A chloride channel inhibitors, primary screen, cell-based, HTS. Anoctamin-1 (Mus musculus), Q8BHY3. HEK293 TMEM16A/YFP iodide influx fluorescence, ionomycin. normalized B-score (activity score, 25-100; higher = stronger inhibition) at 10 µM. hit rate 1.2% among 310,000;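 active = ratio plate-corrected score three or more library SD toward inhibition, starting fluorescence score within five deviations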;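 note: score derived from kinetic fluorescence span divided by baseline fluorescence per well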
KCNQ1 pot – potentiators or activators of KCNQ1 channel, primary screen, cell-based, thallium flux, high-throughput; Potassium voltage-gated channel subfamily KQT member 1 (Homo sapiens), P51787; CHO-K1 KCNQ1, thallium flux FluxOR fluorescence; hits give high values; B-score at 10 µM; hit rate 0.35% among 310,000; AID 2648, 2010;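 active = fluorescence ratio B-score, a plate-corrected score, at least three library SD, with initial intensity B-score within 5 SD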
Target sequence (P51787 whole entry, looked up): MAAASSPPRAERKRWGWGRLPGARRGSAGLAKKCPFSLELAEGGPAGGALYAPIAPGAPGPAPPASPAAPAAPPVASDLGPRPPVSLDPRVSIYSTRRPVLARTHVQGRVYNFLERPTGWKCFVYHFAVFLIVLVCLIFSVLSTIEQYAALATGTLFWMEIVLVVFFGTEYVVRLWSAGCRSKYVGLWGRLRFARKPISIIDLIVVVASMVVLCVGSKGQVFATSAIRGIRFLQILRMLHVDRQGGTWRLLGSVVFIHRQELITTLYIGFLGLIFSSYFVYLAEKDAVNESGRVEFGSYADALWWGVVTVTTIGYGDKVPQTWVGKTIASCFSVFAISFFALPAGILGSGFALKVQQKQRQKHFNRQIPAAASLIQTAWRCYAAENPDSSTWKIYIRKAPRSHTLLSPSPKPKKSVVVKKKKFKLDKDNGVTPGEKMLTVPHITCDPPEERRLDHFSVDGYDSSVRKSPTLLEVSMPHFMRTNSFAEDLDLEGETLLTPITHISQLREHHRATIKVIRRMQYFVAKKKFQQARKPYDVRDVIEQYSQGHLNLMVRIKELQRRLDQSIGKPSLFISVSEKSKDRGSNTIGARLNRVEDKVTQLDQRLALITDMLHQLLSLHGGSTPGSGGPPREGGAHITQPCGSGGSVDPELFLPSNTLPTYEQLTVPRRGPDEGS
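System: Stable KCNQ1 CHO-K1 line | Incubation: 90 min dye loading and 20 min compound exposure, both at room temperature | Measure: Ratio B score | Medium: Assay buffer for compound exposure, DMSO matched across wells | Compound dosing: Single-concentration screen | Probe or stimulus: K+/Tl+ depolarizing stimulus | Measured by: Kinetic FluxOR fluorescence, 10 s baseline plus 110 s post-stimulus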
KCNK9 inh – KCNK9 potassium channel inhibitors, primary screen, HEK293 cells, thallium flux; hit rate 1.2% among 310,000; B-score at 10 µM; Potassium channel subfamily K member 9 (Homo sapiens), Q9NPC2; FluxOR thallium flux fluorescence; hits give low values;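 active = ratio B-score over 3 SD below the library mean, with starting fluorescence within 5 SD of its mean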;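 note: negative B-score means less thallium flux so channel inhibition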
hERG rescue – hERG rescue from dofetilide block, primary screen, cell-based, CHO-hERG, FluxOR thallium flux, dofetilide IC70 | Voltage-gated inwardly rectifying potassium channel KCNH2 (Homo sapiens), Q12809 | activation (rescue from dofetilide block), less the hit threshold, % at 10 µM | dofetilide IC70 present | hit rate 0.51% among 310,000 | AID 1511, 2009;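 active = activation above the mean of controls blocked by dofetilide plus 5 SD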;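 note: thallium influx through hERG after potassium depolarization seen as dye fluorescence rise; in these data hits start at about 4.7%; inactives centre near -7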
HDAC3 inh – HDAC3 deacetylase inhibitors, primary screen, biochemical, fluorescence, cell-free homogeneous; hit rate 0.15% among 320,000; inhibition, % at 8.3 µM; recombinant HDAC3, fluorogenic peptide/trypsin coupled; Histone deacetylase 3 (Homo sapiens), O15379; in the data active = inhibition above about 26%, passing the limit was not always enough
TMEM16A act – TMEM16A chloride channel activators or potentiators, primary screen, cell-based, HTS | HEK293 TMEM16A/YFP-H148Q/I152L, iodide quench fluorescence; hits give low values | B-score at 10 µM | hit rate 0.3% among 340,000;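 active = fluorescence-ratio B-score plate-corrected deviation score at least 3 library SD below zero, with starting fluorescence score within 5 deviations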;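 note: channel opened by trigger with iodide after compound preincubation; score built on the fluorescence ratio of max minus min over baseline; more negative score means more quench and so TMEM16A activation or potentiation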
KCNK3 inh – human KCNK3 channel inhibitors, primary screen, CHO cells, FluxOR thallium flux, B-score; B-score at 10 µM; FluxOR fluorescence; hits give low values; hit rate 0.84% among 340,000;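 active = B-score under library mean minus 4 SD, starting fluorescence ratio at most library mean plus 5 SD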;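 note: more negative B-score means stronger inhibition of thallium flux through KCNK3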
Target sequence (O14649 whole entry, looked up): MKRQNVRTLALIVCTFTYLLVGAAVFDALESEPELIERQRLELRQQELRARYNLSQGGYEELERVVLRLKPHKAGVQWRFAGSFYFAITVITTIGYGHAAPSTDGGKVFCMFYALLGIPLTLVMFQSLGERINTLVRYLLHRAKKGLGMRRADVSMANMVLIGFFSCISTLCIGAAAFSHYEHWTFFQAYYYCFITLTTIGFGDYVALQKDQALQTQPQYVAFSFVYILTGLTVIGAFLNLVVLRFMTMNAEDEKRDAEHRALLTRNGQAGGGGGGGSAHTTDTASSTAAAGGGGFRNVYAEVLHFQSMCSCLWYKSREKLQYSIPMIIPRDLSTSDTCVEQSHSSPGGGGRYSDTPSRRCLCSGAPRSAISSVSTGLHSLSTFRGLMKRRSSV
KCNQ1 inh – inhibitors of human KCNQ1 channel, primary screen, cell-based, thallium flux, high-throughput; CHO-K1 KCNQ1, FluxOR thallium flux fluorescence; hits give high values; hit rate 1.3% among 310,000; B-score at 10 µM; Potassium voltage-gated channel subfamily KQT member 1 (Homo sapiens), P51787; AID 2642, 2010;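 active = compounds whose thallium flux B-score, printed positive for inhibition, exceeds three library SD while starting fluorescence stays within three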;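 note: channel opened by potassium depolarization with thallium stimulus after 20 min compound exposure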
RGS4 inh – RGS4 inhibitors, primary screen, cell-based, HEK293 M3R inducible RGS4, calcium flux; Regulator of G-protein signaling 4 (Homo sapiens), P49798; Fluo-4 calcium flux; hits give high values; triggered by carbachol at its EC20; B-score at 10 µM; hit rate 0.45% among 310,000; AID 463165, 2010;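 active = B-score, a plate-corrected calcium signal, over three deviations above library mean, with baseline fluorescence within five deviations of library mean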;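 note: RGS4 expression induced by doxycycline in cells with stable M3 receptor; B-score is computed from the integrated fluorescence ratio over baseline after carbachol; higher B-score means a larger calcium signal and so more RGS4 inhibition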
Numbers without * were called inactive.

How did CC1CCCC(C)N1C(=O)COC(=O)Cc1ccc(F)cc1 (stereo not given) do in these assays?
RGS4 act: inactive; SKKanGAS inh: -2.2; ANO1 block: inactive; KCNQ1 pot: inactive; KCNK9 inh: inactive; hERG rescue: -3.6; HDAC3 inh: 1.3; KCNK3 inh: inactive; KCNQ1 inh: inactive; RGS4 inh: inactive

Results for COc1ccc(S(=O)(=O)NCC2CCCN(CC(C)(C)C)C2)cc1 (stereo not given) ?
RGS4 act: inactive; SKKanGAS inh: -16.2; ANO1 block: inactive; KCNQ1 pot: inactive; KCNK9 inh: inactive; hERG rescue: -20.8; HDAC3 inh: 3.7; TMEM16A act: inactive; KCNK3 inh: inactive; KCNQ1 inh: inactive; RGS4 inh: inactive

What do the screens show for `CCN(c1ccc(OC)cc1)S(=O)(=O)c1ccc(-c2ccc(=O)[nH]n2)o1`?
RGS4 act: inactive; SKKanGAS inh: -3.4; ANO1 block: inactive; KCNQ1 pot: inactive; KCNK9 inh: inactive; hERG rescue: -8.5; HDAC3 inh: 2.8; TMEM16A act: inactive; KCNK3 inh: inactive; KCNQ1 inh: inactive; RGS4 inh: inactive

What do the screens show for `CC(NC(=O)OC(C)(C)C)C(=O)N1CCCC1C(=O)NC(Cc1ccccc1)C(N)=O` (stereo not given)?
RGS4 act: inactive; SKKanGAS inh: -0.6; ANO1 block: inactive; KCNQ1 pot: inactive; KCNK9 inh: inactive; hERG rescue: -3.0; HDAC3 inh: 0.4; TMEM16A act: inactive; KCNK3 inh: inactive; KCNQ1 inh: inactive; RGS4 inh: inactive

How did Cc1cccc(OCCNC(=O)c2ccc(Oc3ccc(C(F)(F)F)cc3[N+](=O)[O-])cc2)c1 do in these assays?
RGS4 act: inactive; SKKanGAS inh: 7.7; ANO1 block: inactive; KCNQ1 pot: inactive; KCNK9 inh: inactive; hERG rescue: -16.5; HDAC3 inh: 11.2; TMEM16A act: inactive; KCNK3 inh: -9.46*; KCNQ1 inh: 6*; RGS4 inh: inactive

What do the screens show for `Cc1cccc(NC(=O)CSc2nnc(CCC(=O)Nc3ccc(C)c(Cl)c3)n2C)c1`?
RGS4 act: inactive; SKKanGAS inh: 1.7; ANO1 block: inactive; KCNQ1 pot: inactive; KCNK9 inh: inactive; hERG rescue: 0.0; HDAC3 inh: 1.4; TMEM16A act: inactive; KCNK3 inh: inactive; KCNQ1 inh: inactive; RGS4 inh: inactive

What do the screens show for `CC(=O)[C@]1(O)Cc2c(O)c3c(c(O)c2[C@@H](O[C@H]2C[C@H](N)[C@H](O)[C@H](C)O2)C1)C(=O)c1ccccc1C3=O`?
RGS4 act: inactive; SKKanGAS inh: 103.5*; ANO1 block: inactive; KCNQ1 pot: inactive; KCNK9 inh: inactive; hERG rescue: -49.5; HDAC3 inh: 8.1; KCNQ1 inh: 21*; RGS4 inh: inactive

Results for CCOC(=O)C(C(=O)OCC)C(CC(=O)C1CC1)c1ccccc1 (stereo not given) ?
RGS4 act: inactive; SKKanGAS inh: -2.7; ANO1 block: inactive; KCNQ1 pot: inactive; KCNK9 inh: inactive; hERG rescue: -12.9; HDAC3 inh: -2.5; TMEM16A act: inactive; KCNK3 inh: inactive; KCNQ1 inh: inactive; RGS4 inh: inactive

How did Cn1nc(-c2ccc(Cl)cc2)c2cc(C(=O)N3CCN(C(=O)c4ccco4)CC3)sc21 do in these assays?
RGS4 act: inactive; SKKanGAS inh: 19.6; ANO1 block: inactive; KCNQ1 pot: inactive; KCNK9 inh: inactive; hERG rescue: -2.9; HDAC3 inh: -5.6; TMEM16A act: inactive; KCNK3 inh: inactive; KCNQ1 inh: inactive; RGS4 inh: inactive

Results for C/C(=N\NC=O)c1ccncc1 ?
RGS4 act: inactive; SKKanGAS inh: 8.8; ANO1 block: inactive; KCNQ1 pot: inactive; KCNK9 inh: inactive; hERG rescue: -19.2; HDAC3 inh: -3.1; TMEM16A act: inactive; KCNK3 inh: inactive; KCNQ1 inh: inactive; RGS4 inh: inactive

How did O=C(Nc1ccc2[nH]c(=O)[nH]c2c1)C(F)(F)F do in these assays?
RGS4 act: inactive; SKKanGAS inh: -1.0; ANO1 block: inactive; KCNQ1 pot: inactive; KCNK9 inh: inactive; hERG rescue: -6.6; HDAC3 inh: 5.2; TMEM16A act: inactive; KCNK3 inh: inactive; KCNQ1 inh: inactive; RGS4 inh: inactive

Results for COC(=O)Nc1ccc2c(c1)ncn2C1CCCCC1 ?
RGS4 act: inactive; SKKanGAS inh: 2.6; ANO1 block: inactive; KCNQ1 pot: inactive; KCNK9 inh: inactive; hERG rescue: -15.9; HDAC3 inh: -8.0; TMEM16A act: inactive; KCNK3 inh: inactive; KCNQ1 inh: inactive; RGS4 inh: inactive

How did O=C(O)c1cc([N+](=O)[O-])cc2c1C=Cc1ccccc1O2 do in these assays?
RGS4 act: inactive; SKKanGAS inh: 3.2; ANO1 block: inactive; KCNQ1 pot: inactive; KCNK9 inh: inactive; hERG rescue: -3.2; HDAC3 inh: 0.7; TMEM16A act: inactive; KCNK3 inh: inactive; KCNQ1 inh: inactive; RGS4 inh: inactive

How did O=C(O)c1cc(-c2ccccc2)nc2nc(N3CCCCC3)sc12 do in these assays?
RGS4 act: inactive; SKKanGAS inh: 21.4; ANO1 block: inactive; KCNQ1 pot: inactive; KCNK9 inh: inactive; hERG rescue: -10.5; HDAC3 inh: -56.5; KCNQ1 inh: inactive; RGS4 inh: inactive

What do the screens show for `Cc1cc(C(=O)NCc2ccccc2)no1`?
RGS4 act: inactive; ANO1 block: inactive; KCNQ1 pot: inactive; KCNK9 inh: inactive; hERG rescue: -5.2; HDAC3 inh: 2.2; TMEM16A act: inactive; KCNK3 inh: inactive; KCNQ1 inh: inactive; RGS4 inh: inactive

What do the screens show for `Cn1cnnc1SCCNS(=O)(=O)c1ccccc1`?
RGS4 act: inactive; SKKanGAS inh: -5.6; ANO1 block: inactive; KCNQ1 pot: inactive; KCNK9 inh: inactive; hERG rescue: -4.1; HDAC3 inh: -7.4; TMEM16A act: inactive; KCNK3 inh: inactive; KCNQ1 inh: inactive; RGS4 inh: inactive

How did Cc1cc(C)c2cc(CN(Cc3nnnn3C3CCCCC3)CC3CCCO3)c(=O)[nH]c2c1 (stereo not given) do in these assays?
RGS4 act: inactive; SKKanGAS inh: 4.6; ANO1 block: inactive; KCNQ1 pot: inactive; KCNK9 inh: inactive; hERG rescue: -8.5; HDAC3 inh: 8.3; TMEM16A act: inactive; KCNK3 inh: inactive; KCNQ1 inh: inactive; RGS4 inh: inactive

What do the screens show for `O=S(=O)(NC1CCSc2ccccc21)c1ccc(Cl)nc1` (stereo not given)?
RGS4 act: inactive; SKKanGAS inh: 2.0; ANO1 block: inactive; KCNQ1 pot: inactive; KCNK9 inh: inactive; hERG rescue: -11.6; HDAC3 inh: -3.8; TMEM16A act: inactive; KCNK3 inh: inactive; KCNQ1 inh: inactive; RGS4 inh: inactive

How did COc1ccc(S(=O)(=O)Nc2ccccc2)cc1OC do in these assays?
RGS4 act: inactive; SKKanGAS inh: -2.6; ANO1 block: inactive; KCNQ1 pot: inactive; KCNK9 inh: inactive; hERG rescue: -13.9; HDAC3 inh: 1.0; TMEM16A act: inactive; KCNK3 inh: inactive; KCNQ1 inh: inactive; RGS4 inh: inactive

What do the screens show for `Cc1ccc(C(=O)N/C(=C/C=C/c2ccccc2)C(=O)NCc2ccco2)cc1`?
RGS4 act: inactive; SKKanGAS inh: 0.9; ANO1 block: inactive; KCNQ1 pot: inactive; KCNK9 inh: inactive; hERG rescue: -9.3; HDAC3 inh: -8.0; TMEM16A act: inactive; KCNK3 inh: inactive; KCNQ1 inh: inactive; RGS4 inh: inactive

How did O=C(CSc1ccc2nnc(-c3ccccn3)n2n1)Nc1ccc(F)cc1 do in these assays?
RGS4 act: inactive; SKKanGAS inh: 0.4; ANO1 block: inactive; KCNQ1 pot: inactive; KCNK9 inh: inactive; hERG rescue: -2.8; TMEM16A act: inactive; KCNK3 inh: inactive; KCNQ1 inh: inactive; RGS4 inh: inactive

How did CCOC(=O)N/C(N)=N/c1nc2ccccc2s1 do in these assays?
RGS4 act: inactive; SKKanGAS inh: 5.4; ANO1 block: inactive; KCNQ1 pot: inactive; KCNK9 inh: inactive; hERG rescue: -6.3; HDAC3 inh: -0.6; TMEM16A act: inactive; KCNK3 inh: inactive; KCNQ1 inh: inactive; RGS4 inh: inactive

How did CC(NC(=O)Nc1ccc(Cl)c(Cl)c1)C(c1ccccc1)N1CCOCC1 (stereo not given) do in these assays?
RGS4 act: inactive; SKKanGAS inh: 15.2; ANO1 block: inactive; KCNQ1 pot: inactive; KCNK9 inh: inactive; hERG rescue: -13.4; HDAC3 inh: -2.4; TMEM16A act: inactive; KCNK3 inh: inactive; KCNQ1 inh: 9*; RGS4 inh: inactive

How did CCN1C(=O)/C(=C/N(C)c2ccccc2)OC1=S do in these assays?
RGS4 act: inactive; SKKanGAS inh: 4.4; ANO1 block: inactive; KCNQ1 pot: inactive; KCNK9 inh: inactive; hERG rescue: 1.2; HDAC3 inh: 3.5; TMEM16A act: inactive; KCNK3 inh: inactive; KCNQ1 inh: inactive; RGS4 inh: inactive

How did Cc1nc2cc(NS(=O)(=O)c3c(C)c(C)cc(C)c3C)ccc2s1 do in these assays?
RGS4 act: inactive; SKKanGAS inh: 9.8; ANO1 block: inactive; KCNQ1 pot: inactive; KCNK9 inh: inactive; hERG rescue: 0.8; HDAC3 inh: 8.3; TMEM16A act: inactive; KCNK3 inh: inactive; KCNQ1 inh: inactive; RGS4 inh: inactive

How did COC(=O)c1cc(OC)nc(OC)c1 do in these assays?
RGS4 act: inactive; SKKanGAS inh: 0.4; ANO1 block: inactive; KCNQ1 pot: inactive; KCNK9 inh: inactive; hERG rescue: -5.7; HDAC3 inh: -1.2; TMEM16A act: inactive; KCNK3 inh: inactive; KCNQ1 inh: inactive; RGS4 inh: inactive
